# Source: PubChem (Broad Institute)
# RAD52 inh: blocks human RAD52 DNA annealing. P43351. recombinant RAD52 DNA annealing, FRET fluorescence. inhibition, % at 18.7 µM. actives 0.46% (n = 360,000). AID 651710;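 active means every replicate showing at least 50% inhibition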
# Target sequence (P43351 whole entry, looked up): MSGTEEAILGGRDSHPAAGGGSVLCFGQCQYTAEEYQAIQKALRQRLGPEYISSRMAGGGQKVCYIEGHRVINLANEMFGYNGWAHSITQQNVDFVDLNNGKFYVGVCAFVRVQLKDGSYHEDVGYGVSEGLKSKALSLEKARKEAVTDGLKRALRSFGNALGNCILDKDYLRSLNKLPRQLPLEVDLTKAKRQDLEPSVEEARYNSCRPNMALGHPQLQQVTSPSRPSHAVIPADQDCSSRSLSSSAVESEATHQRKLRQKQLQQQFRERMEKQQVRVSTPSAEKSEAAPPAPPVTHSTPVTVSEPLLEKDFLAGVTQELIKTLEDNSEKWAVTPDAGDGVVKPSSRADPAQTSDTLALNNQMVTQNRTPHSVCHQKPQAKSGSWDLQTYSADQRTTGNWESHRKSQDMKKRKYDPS
# ERAP1 inh: ERAP1 (human) enzyme inhibition | inhibition, % at 10.7 µM | Q9NZ08 | recombinant ERAP1, Leu-AMC fluorescence, 60 min | AID 652197 | actives 0.15% (n = 340,000);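 active means mean replicate inhibition of at least 30%, or all replicates individually reaching that 30% level; inactive means mean below 30% and not every replicate reaching it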;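 further: 0% = neutral control wells and 100% = L-leucinethiol positive control wells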
# An asterisk follows results filed as active. Only part of the results is shown (hit frequency here may not be typical).
# The first 17 entries, ahead of the listing:
SMILES	RAD52 inh	ERAP1 inh
Cc1ccc(C(=O)NCCc2cc3ccc(C)c(C)c3[nH]c2=O)cc1[N+](=O)[O-]	4	0
CC(OC(=O)CCN=C1NS(=O)(=O)c2ccccc21)C(=O)Nc1ccc(F)cc1Cl (stereo not drawn)	-8	-1
COc1ccc(C(=O)OCC(=O)c2ccc(Br)s2)c(OC)c1	-32	1
COc1cccc(/C=N/N2C(=O)CSC2=S)c1O	-61	-1
COc1ccc(NC(=O)C2c3ccccc3OCC(=O)N2CC(F)(F)F)cc1 (stereo not drawn)	-13	2
CC1(C)CC(=O)C(CC2C(=O)CC(C)(C)CC2=O)C(=O)C1	-3	1
CCCC(C)NC(=O)CSc1nc2ccc(C)cc2[nH]1 (stereo not drawn)	-13	0
O=C(O)CSc1nc2c(c(C(F)(F)F)n1)CCc1ccccc1-2	-26	0
CCOC(=O)C1CCCN(C(=O)c2ccc(CNS(=O)(=O)c3ccc(C)cc3)cc2)C1 (stereo not drawn)	-1	0
C=C(C)CSc1cc(C)c(C#N)c2nc3ccccc3n12	-57	-10
COc1ccc(N(C(=O)C(C)C)S(=O)(=O)c2cccc3cccnc23)cc1	8	1
COc1ccc(/C=C(/NC(=O)c2ccco2)C(=O)N2CCc3ccccc32)cc1OC	-11	2
O=C(Nc1ccc(C(=O)O)cc1)/C(=C\c1cccc([N+](=O)[O-])c1)NC(=O)c1ccc(Br)o1	-3	-9
CC(=O)c1cccc(NC(=O)CCc2nc3sc4c(c3c(=O)[nH]2)CCCC4)c1	-36	1
CSc1ccc(NC(=O)Nc2ccc(C(=O)NCC(=O)O)cc2)cc1	-13	1
C=CCOCCN(CCOCC=C)C1=NS(=O)(=O)c2ccccc21	8	-3
O=c1c2cc(Br)ccc2[nH]c(=S)n1Cc1ccccn1	-12	7

# The list itself, repeating the preview:
SMILES	RAD52 inh	ERAP1 inh
Cc1ccc(C(=O)NCCc2cc3ccc(C)c(C)c3[nH]c2=O)cc1[N+](=O)[O-]	4	0
CC(OC(=O)CCN=C1NS(=O)(=O)c2ccccc21)C(=O)Nc1ccc(F)cc1Cl (stereo not drawn)	-8	-1
COc1ccc(C(=O)OCC(=O)c2ccc(Br)s2)c(OC)c1	-32	1
COc1cccc(/C=N/N2C(=O)CSC2=S)c1O	-61	-1
COc1ccc(NC(=O)C2c3ccccc3OCC(=O)N2CC(F)(F)F)cc1 (stereo not drawn)	-13	2
CC1(C)CC(=O)C(CC2C(=O)CC(C)(C)CC2=O)C(=O)C1	-3	1
CCCC(C)NC(=O)CSc1nc2ccc(C)cc2[nH]1 (stereo not drawn)	-13	0
O=C(O)CSc1nc2c(c(C(F)(F)F)n1)CCc1ccccc1-2	-26	0
CCOC(=O)C1CCCN(C(=O)c2ccc(CNS(=O)(=O)c3ccc(C)cc3)cc2)C1 (stereo not drawn)	-1	0
C=C(C)CSc1cc(C)c(C#N)c2nc3ccccc3n12	-57	-10
COc1ccc(N(C(=O)C(C)C)S(=O)(=O)c2cccc3cccnc23)cc1	8	1
COc1ccc(/C=C(/NC(=O)c2ccco2)C(=O)N2CCc3ccccc32)cc1OC	-11	2
O=C(Nc1ccc(C(=O)O)cc1)/C(=C\c1cccc([N+](=O)[O-])c1)NC(=O)c1ccc(Br)o1	-3	-9
CC(=O)c1cccc(NC(=O)CCc2nc3sc4c(c3c(=O)[nH]2)CCCC4)c1	-36	1
CSc1ccc(NC(=O)Nc2ccc(C(=O)NCC(=O)O)cc2)cc1	-13	1
C=CCOCCN(CCOCC=C)C1=NS(=O)(=O)c2ccccc21	8	-3
O=c1c2cc(Br)ccc2[nH]c(=S)n1Cc1ccccn1	-12	7
COc1ccccc1NC(=O)COC(=O)C1CCN(/C=C/C(=O)C(F)(F)F)CC1	-28	-1
O=C(Nc1nnc(SCc2ccc(F)cc2)s1)c1ccc2c(c1)C(=O)N(c1ccccc1Cl)C2=O	-2	1
Cc1cccc(Nc2ccc([N+](=O)[O-])cc2C(=O)O)c1	1	5
Cc1cc(C(=O)N/N=C/c2cccc([N+](=O)[O-])c2)c2ccccc2n1	-10	-1
Cc1cc(C)n(C(=O)CCCn2cc([N+](=O)[O-])cn2)n1	2	4
COc1ccc(C2=NOC3(CC(=O)N(c4ccc5ccccc5c4)C3=O)C2)c(OC)c1 (stereo not drawn)	-2	-3
C=CCNC(=O)c1cc(Cl)cc(Cl)c1	-3	4
COc1ccc(C2=NC(=O)NC2c2ccc(OC)cc2)cc1 (stereo not drawn)	0	-2
CN1CCN(Cc2c(O)ccc3cc(Br)ccc23)CC1	-26	-1
CCSc1ccccc1C(=O)Nc1cc(OC)c(OC)c(OC)c1	-9	1
O=C1CCCN1c1cc(Cl)cc(Cl)c1	3	3
CCOC(=O)c1sc(NC(=O)/C=C/c2ccccc2)nc1C	-9	-8
COc1ccc(N=C2CC(C)(C)CC(=O)/C2=C(/O)c2ccccc2)cc1	-15	0
O=C(c1cccnc1Cl)N(Cc1ccccc1)Cc1ccccc1	-5	1
Cc1cc2[nH]c3ccccc3c2c(C)n1	-15	0
Cc1cc2ncn(CC(C)C)c2cc1C	-4	0
CC(=O)c1ccc(NC(=S)N2CCCC(CO)C2)cc1 (stereo not drawn)	-17	-1
O=C1C(Cl)=C(NC2CCCCC2)C(=O)N1Cc1ccccc1	-6	11
CC1C(=O)NN=C1C(=O)N/N=C/c1cccs1 (stereo not drawn)	-2	0
CCOC(=O)C1(CCc2ccccc2)CCN(Cc2nccn2CC)CC1	-7	5
CC1CCN(C(=O)c2ccc(SCc3ccccc3F)c([N+](=O)[O-])c2)CC1	-9	3
CC(c1nccs1)N(C)C(=O)CCc1nnc(-c2ccc(-c3ccccc3)cc2)o1 (stereo not drawn)	-17	3
S=c1[nH]nc(COc2ccccc2)n1/N=C/c1ccco1	-17	4
O=C(NC1CC2CCCC(C1)N2Cc1ccccc1)C1CCCCC1 (stereo not drawn)	-3	2
Cc1[nH]n(-c2ccccc2)c(=O)c1/C=N/NC(=O)COc1ccccc1[N+](=O)[O-]	-18	1
O=C(CNCc1ccccn1)Nc1cc(S(=O)(=O)N2CCCCC2)ccc1Cl	-35	11
CSc1nnc(NC(=O)c2ccc(S(=O)(=O)N(C)C)cc2)s1	-3	9
COc1cc(NC(=S)N2CCN(C(=O)C3CCCO3)CC2)c(OC)cc1Cl (stereo not drawn)	-14	-5
Cc1cc2oc(C(=O)Nc3c(C)n(C)n(-c4ccccc4)c3=O)c(C)c2cc1Cl	-9	9
CC1CCc2sc(C(=O)NN)cc2C1 (stereo not drawn)	-7	1
O=C(CCSc1ccccn1)Nc1ccc(Br)cc1	-9	1
COc1ccccc1CNC(=O)CSc1ccc(-c2cccs2)nn1	-17	-1
COc1cccc(CNC(=O)COC(=O)c2cccc(S(=O)(=O)N3CCCC3)c2)c1	-10	14

# Other results follow.
SMILES	RAD52 inh	ERAP1 inh
Cc1ccc(-c2nc(N)s[n+]2-c2ccccc2)cc1	-17	-3
CC(C)[C@H](NC(=O)c1ccccc1F)C(=O)Nc1nc2c(s1)CCCC2	-7	7
Cc1cc(C)nc(NS(=O)(=O)c2ccc(NC(=S)NC(=O)c3ccco3)cc2)n1	-16	-4
O=C(COC(=O)CCC(=O)c1cccs1)NCc1ccccc1	-10	3
CS(=O)(=O)N1CCC(Oc2ccccc2C(=O)N2CCN(CC3CC3)CC2)CC1	-11	3
COc1ccccc1NC(=O)Nc1nn(C)c2cccc(N(C)C)c12	-3	-2
COc1ccc(-c2csc(NC(=O)c3ccccc3C(=O)O)n2)cc1	-24	8
COc1ccccc1-n1c(-c2ccc(Cl)cc2)c[nH]c1=S	4	0
CCn1cc(C(=O)O)c(=O)c2cc(F)c(N3CCN(C(=S)Nc4ccccc4OC)CC3)cc21	-5	-3
O=C(Nc1cccc(C(F)(F)F)c1)c1ccc(-n2cncn2)nc1	-21	1
O=C(/C=C/Nc1ccccc1)C(F)(F)F	-13	0
CN(CC(=O)Nc1c(Cl)cccc1Cl)C(=O)c1ccc2nc[nH]c2c1	-4	-1
Cc1cc2c(cc1C)N(Cc1ccc(Cl)cc1)C1=NCCCN12	18	-1
COc1cccc(/C=N/NC(=O)CO/N=C(\C)c2cccs2)c1OC	-3	-6
C=CCSc1nccc(=O)[nH]1	-4	0
OCCC1CN(Cc2nc(-c3ccc(F)cc3)cs2)CCN1CCc1ccccc1 (stereo not drawn)	-22	4
CCc1nc(CN2CCCC(C(=O)c3ccc4c5c(cccc35)CC4)C2)c(C)[nH]1 (stereo not drawn)	35	-6
Cc1ccc(OCC(O)CN2C(=O)NC(C)(C)C2=O)c(C)c1 (stereo not drawn)	-9	14
FC(F)(F)c1ccc(Oc2ccc3cc(Br)ccc3c2)nc1	-20	-5
O=C(NCc1n[nH]c(=S)n1-c1ccc([N+](=O)[O-])cc1)c1ccc(S(=O)(=O)N2CCOCC2)cc1	-9	18
COC(=O)C1=NNC2C(=O)N(c3ccc(C)cc3)C(=O)C12 (stereo not drawn)	-8	1
Cc1ccc(NC(=O)N2CCc3ccccc32)cc1C	-7	-4
O=C(O)CSc1nnc(COc2cccc3cccnc23)n1-c1cccc(C(F)(F)F)c1	-17	-9
COc1ccc(OC)c2[nH]c(=O)c(CCNC(=O)c3cccs3)cc12	-6	-1
COc1ccc(N=Cc2cccc(C)c2O)cc1Cl	-5	5
Cc1nn(C)cc1C1C(C#N)=C(N)N(c2cccnc2)C2=C1C(=O)CCC2 (stereo not drawn)	-17	3
O=C(NN1C(=O)C2C3C=CC(C3)C2C1=O)c1ccccc1 (stereo not drawn)	-16	1
COCCNCc1ccc(Cl)cc1Cl	-4	0
O=C(NC1CCCC1)C1CCN(C(=O)NCc2ccccc2)CC1	-1	-4
NS(=O)(=O)c1ccc(NC(=S)N2CCN(Cc3ccc4c(c3)OCO4)CC2)cc1	-28	0
CCN(C(=O)COC(=O)CNS(=O)(=O)c1ccc2ccccc2c1)C1CCCCC1	-7	1
O=C(O)C(Cc1ccccc1)N1C(=O)CCC1=O (stereo not drawn)	-22	-1
O=C(Nc1cccc2ccccc12)OC[C@@H]1CSCCS(=O)(=O)N1	-9	-2
O=C(CSc1nnc(-c2cccnc2)n1-c1ccc(SC(F)F)cc1)N1CCCc2ccccc21	-17	3
CC(C)(C)c1ccc(OCC(=O)N(c2ccccn2)C2CCCCC2)cc1	-15	0
C(=N\Nc1ccccc1)/c1nc2ccccc2s1	-7	0
c1ccc(-c2nc(-c3nccc4ccccc34)oc2-c2ccccc2)cc1	-14	6
CCCCNC(=O)NNC(=O)COc1cccc(C)c1C	-15	2
O=C(NCc1n[nH]c(=S)n1Cc1ccccc1)c1ccc(Cl)cc1Cl	-14	0
Cc1cc(CNC(=O)COc2ccc(C#N)cc2)c2ccccc2n1	0	-1
O=C(COC(=O)CNC(=O)c1ccccc1F)Nc1ccc2c(c1)OCCO2	-1	0
Cc1cc(NCCc2ccc(Cl)cc2)n2ncnc2n1	-26	-1
CNC(=O)c1cccnc1Nc1cccc(C(F)(F)F)c1	-4	7
Cc1cccn2c(=O)c(/C=C(\C#N)C(=O)NC3CCS(=O)(=O)C3)c(N3CC(C)OC(C)C3)nc12 (stereo not drawn)	-23	-156
COc1ccccc1CCN=C(N)NS(=O)(=O)c1ccc(C)cc1	-22	-3
Cc1c(C(=O)NCc2n[nH]c(=S)n2-c2ccc(F)cc2)cccc1[N+](=O)[O-]	-4	0
Cc1c(Cl)cccc1NC(=S)Nc1ccc(S(=O)(=O)Nc2ncccn2)cc1	-18	-1
C[N+](C)(C)CCCNC(=O)c1ccc(/C=N/O)nc1	-7	109*
CCOC(=O)c1ccc(NNC(=O)CC)c([N+](=O)[O-])c1	-3	4
CC(C)OC(=O)CC(=O)CSc1nc2c(c(-c3cccs3)c1C#N)CCC2	-18	4

# Next records:
SMILES	RAD52 inh	ERAP1 inh
O=C(COc1ccc(-c2ccccc2)cc1)N/N=C/c1cc(O)ccc1Br	-9	-1
Cc1c(NP(=O)(Oc2ccccc2F)Oc2ccccc2F)c(=O)n(-c2ccccc2)n1C	-13	-3
CC(C)(C)c1ccc(SCCc2ccccn2)cc1	-9	-4
COc1ccc(OCCSc2nc3nc(C)cc(C)n3n2)cc1	-23	-1
COc1ccc(C(C(=O)NCc2ccccc2)N(Cc2ccco2)C(=O)c2cnccn2)cc1 (stereo not drawn)	0	0
COc1ccc(OC)c(-c2csc(NC(=O)c3ccc4c(c3)OCO4)n2)c1	-57	-1
Cc1nnc(NC(=O)c2ccc(S(=O)(=O)N3CCc4ccccc4C3)cc2)o1	-11	-3
CCOC(=O)c1cc(-c2ccccc2)n(CC(=O)Nc2ccc(OC)c(OC)c2)c1C	0	3
O=C(O)CCN1C(=O)CC(N2C(=O)/C(=C/c3ccc(Cl)cc3)SC2=S)C1=O (stereo not drawn)	-10	8
Cc1ccc(OCCNC(=O)C(=O)NCc2ccco2)cc1	-9	5
Cc1nc2nc(SCC(=O)Nc3cccc(F)c3)[nH]c2cc1Br	-45	1
Cc1cc([N+](=O)[O-])nn1CCCC(=O)Nc1sc2c(c1C(N)=O)CCC(C)C2 (stereo not drawn)	-17	-5
Cc1ccc(NC(=O)CSc2nnc(CNC(=O)c3cccs3)o2)cc1	-12	0
Cc1ccccc1Nc1nc(N)nc(CN2CCN(C(=O)c3ccccc3)CC2)n1	-22	1
C/C(CC(=O)Nc1cccc(Cl)c1Cl)=N\NC(=O)c1ccccc1N	-6	9
Cc1nn(-c2ccccc2)c(C)c1C(=O)OCC(=O)N(C)C1CCS(=O)(=O)C1 (stereo not drawn)	2	0
Cc1cc(NC(=O)COc2ccccc2C)no1	-7	-6
